FECH inh = inhibitors of human ferrochelatase, primary screen, biochemical, purified FECH, Ni-mesoporphyrin absorbance; Ferrochelatase, mitochondrial (Homo sapiens), P22830; Ni-mesoporphyrin absorbance 550 nm; calls only at 10 µM (by protocol); 3.3% of 20,000 active;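 active means enzyme reaction rate more than 3 SD below the solvent-only control wells on the same plate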;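 further: lower slope than DMSO wells means FECH inhibition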
Target sequence (P22830 whole entry, looked up): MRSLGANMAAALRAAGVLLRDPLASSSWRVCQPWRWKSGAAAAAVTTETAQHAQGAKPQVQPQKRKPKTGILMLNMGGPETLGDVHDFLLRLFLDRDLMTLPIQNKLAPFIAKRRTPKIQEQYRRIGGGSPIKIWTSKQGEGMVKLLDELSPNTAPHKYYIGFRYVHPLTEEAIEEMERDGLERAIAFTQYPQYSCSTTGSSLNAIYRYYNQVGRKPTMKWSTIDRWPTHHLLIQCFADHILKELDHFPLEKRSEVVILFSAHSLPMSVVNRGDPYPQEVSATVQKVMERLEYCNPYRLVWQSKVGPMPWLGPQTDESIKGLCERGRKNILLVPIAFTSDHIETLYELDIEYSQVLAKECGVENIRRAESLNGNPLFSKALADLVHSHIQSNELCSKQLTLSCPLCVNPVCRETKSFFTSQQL
Calls only; i = inactive; + = active, no number.

| FECH inh | smiles |
| --- | --- |
| i | Cc1sc2ncnc(N(C)Cc3nc(-c4ccccn4)no3)c2c1C |
| i | CC(C)(C)NC(=O)c1ccccc1NC(=O)CN1c2ccc(F)cc2-c2ccccc2S1(=O)=O |
| i | COCCNC(=O)C1(C)Cn2c(cc3ccsc32)C(=O)N1Cc1cccc(C)c1 (stereo not given) |
| i | O=C(CC1CCN(S(=O)(=O)c2ccccc2)CC1)NCCCN1CCN(c2ccccc2)CC1 |
| i | CCS(=O)(=O)N1CCN(Cc2nc3cccnc3n2-c2cccc(C)c2)CC1 |
| + | O=C(CN1c2ccc(Br)cc2-c2ccccc2S1(=O)=O)NCc1cccnc1 |
| i | c1ccc(-c2ncn(CCc3csc(-c4ncccn4)n3)c2C2CC2)cc1 |
| i | CC(C)CN1CCN(Cc2ccoc2)C(CCO)C1 (stereo not given) |
| i | Cc1cc(C)n(CCn2ccnc2-c2cccc(-n3cccn3)c2)n1 |
| i | CCOc1ccc(CN2CCN(C)C3(CCN(C)CC3)C2)c(OCC)c1C |
| i | O=c1c(NCCCc2ccccc2)c(-c2ccc3c(c2)CCCC3)c1=O |
| i | Cc1ccc(N2C(=O)N(CC(=O)NC3CCCCC3)c3ccccc3S2(=O)=O)cc1F |
| i | CC(C)NC(=O)CN1C(=O)CC(c2ccc(Br)s2)=Nc2ccccc21 |
| i | Cc1cccc(CN2CCCN(CC(=O)Nc3cccc(C)c3)S2(=O)=O)c1 |
| + | Cc1cccc(CN2CCCN(CC(=O)Nc3ccc(F)c(Cl)c3)S2(=O)=O)c1 |
| i | Cc1nc(C(C)C)ncc1C(=O)NC(C)c1nncn1C(C)C (stereo not given) |
| i | CC(c1cncs1)N(C)S(=O)(=O)c1sc2c(c1C(=O)O)CCNC2 (stereo not given) |
| i | Cc1ccc(N2C(=O)CCS2(=O)=O)cc1S(=O)(=O)Nc1ccc(Oc2ccccc2)cc1 |
| i | COc1cc(NC(=O)CCc2c(C)nn(-c3cc(N4CCCC4)ncn3)c2C)cc(OC)c1 |
| i | COCCC1(C(=O)O)CCCN(c2ccc(-c3ccccc3)nn2)C1 (stereo not given) |
| i | CCc1ccc(C2CC(=O)Nc3n[nH]c(-c4cccs4)c32)o1 (stereo not given) |
| i | CCc1ncc(-c2nccn2Cc2cnn(-c3ccc(F)cc3)c2)cn1 |
| i | O=C(C[C@@H]1C[C@@H]2C=C[C@H]1C2)N1C[C@H]2C[C@H](O)[C@H](O)C[C@H]2C1 |
| i | CCCn1cnnc1CN(C)C(=O)c1cc2ccccc2s1 |
| i | COCC(=O)N1CCCN(Cc2cnn3c(C)cc(C)nc23)CC1 |
| i | C=CCn1c(=O)c2cnc(-c3ccc(OC)cc3)nc2n(CC)c1=O |
| i | COc1ccc(-c2ncc3c(=O)n(Cc4ccc(C)cc4)c(=O)n(C)c3n2)cc1 |
| i | CCc1ccc(CNC(=O)COc2nc(CC)nc3oc(C)c(C)c23)cc1 |
| i | Cn1c(=O)c(C(=O)N2CCN(c3ccc(Cl)cc3)CC2)nc2ccccc21 |
| + | CC(=O)Nc1cccc(NC(=O)c2nc3ccccc3n(C)c2=O)c1 |
| i | O=C(CSc1nc(-c2cccc(Cl)c2)nc2cc(=O)[nH]n12)N1CCc2ccccc2C1 |
| i | Cc1cccc(C(C(=O)NCCc2nncn2C)N(C)C)c1 (stereo not given) |
| i | O=C(CN1CCCCCC1)N1CCCCC1c1cccnc1 (stereo not given) |
| i | CCCN1CCN(S(=O)(=O)c2ccc3c(c2)CCN3C(=O)CCC(=O)N2CCCCCC2)CC1 |
| i | Cc1nc(C)c(CNC(=O)c2ccc(NC(=O)c3ccoc3C)cc2)s1 |
| i | COc1cccc(-n2cc(CNCc3nnc(-c4ccc(C)n4C)o3)cn2)c1 |
| i | C=CCN(CC=C)C(=O)CN1CCCN(C(=O)C2CCCO2)CC1 (stereo not given) |
| i | C=CCn1cc(CNC(CC)c2cnn(C)c2)c(C)n1 (stereo not given) |
| i | Cc1cc(N(C)C)nc(Nc2ccc(NC(=O)CC(C)(C)C)cc2)n1 |
| i | Oc1ccc(-c2ccc(-c3nc(Cc4ccccc4)no3)cn2)cc1 |
| i | O=C(c1ccccc1N1CCOCC1)N1CCC2(CC1)NCCNC2=O |
| i | COc1ccccc1N(Cc1nc2nc(C)cc(C)n2n1)C(=O)c1ccc(F)cc1 |
| i | COc1ccc(Nc2cc(C)nc(Nc3ccc(NC(=O)c4cccc(C)c4)cc3)n2)cc1 |
| i | Cc1nc(C(N)=O)c2c(n1)n(-c1ccc(F)cc1)c(=O)n2C |
| i | Cc1ccc(-c2noc(CSCC(=O)NCc3ccco3)n2)cc1 |
| i | Cc1ccc(Cn2c(CNC(=O)CCc3ccccc3)nc3cccnc32)cc1 |
| i | CCc1cccc(OC2CN(C(=O)CSc3nnc(C)s3)C2)c1 |
| i | O=S(=O)(c1ccccc1)N1CCN(Cc2cccc3nccnc23)CC1 |
| i | CCCNc1nc(Nc2ccc(F)cc2)c2cnn(-c3ccccc3)c2n1 |
| i | O=S(=O)(NCc1nc2cccnc2n1C1CCCC1)c1ccc(F)c(Cl)c1 |
| i | CCOC(=O)c1cc2n(n1)CC(C)(C(=O)NCCC(C)C)N(Cc1ccc(OC(C)C)cc1)C2=O (stereo not given) |
| i | COc1ccc(-c2cc3n(n2)CCC(=O)N3Cc2ccc(C(=O)NC(C)C)cc2)cc1 |
| i | CCc1cc(N2CCC3(CC2)CNC(=O)O3)nc(N2CCOCC2)n1 |
| i | CCCc1ccc(S(=O)(=O)NCCn2c(C(F)(F)F)nc3cccnc32)cc1 |
| i | COc1ccccc1C1CNC(=O)c2nc(-c3n[nH]c4c3CCC4)[nH]c2C1 (stereo not given) |
| i | COCCN(Cc1ccsc1)C(=O)[C@@H]1C[C@H](N)CN1C |
| i | COc1ccc(Nc2nc(N3CCN(c4ccc(F)cc4)CC3)nc3c2cnn3-c2ccccc2)cc1 |
| i | CNc1cc(C(=O)N2CCCC2c2nc(-c3ccccc3)no2)ccn1 (stereo not given) |
| i | Cc1ccc(-c2cc(Nc3cccc(C)c3)nc(C)n2)cc1 |
| i | CN(CC1CCCCO1)S(=O)(=O)NCc1ccccc1 (stereo not given) |

The list goes on:
| FECH inh | smiles |
| --- | --- |
| i | CCc1ccccc1NC(=O)C1CCCN1S(=O)(=O)c1cc(C(=O)OC)n(C)c1 (stereo not given) |
| i | O=C(O)[C@H]1C[C@@H](C(=O)NC2CC2)CN(Cc2cn[nH]c2C2CCCCC2)C1 |
| i | COc1ccc(F)c(CN2CCC3(CC2)CNC(=O)C3)c1Cl |
| i | Cc1cc(C)n(Cc2ccc(C(=O)N(C)C(C)c3ccccn3)cc2)n1 (stereo not given) |
| i | CCCn1c(CNS(=O)(=O)c2cccc(OC)c2)nc2cccnc21 |
| i | Cc1oc(-c2cccc(Cl)c2)nc1CSc1nc(-c2ccc(Cl)cc2)cc(=O)[nH]1 |
| i | CCOc1ccc(Cn2c(CNS(=O)(=O)c3ccc(OCC)cc3)nc3cccnc32)cc1 |
| i | O=S(=O)(c1ccccc1)C1(c2n[nH]c(CCc3ccccc3)n2)CC1 |
| i | Cc1[nH]c2c(c1C(=O)N1CCN(C)C(C(=O)O)C1)C(=O)CCC2 (stereo not given) |
| i | Cc1cc(=O)[nH]c(SCc2nc(-c3ccc(OC(C)C)cc3)oc2C)n1 |
| i | Cc1cc(C)cc(Nc2nc(NCC3CCCO3)nc3c2cnn3-c2ccccc2)c1 (stereo not given) |
| i | c1cc(CN2CCN3CCCC3C2)n(-c2nccs2)c1 (stereo not given) |
| i | CCOC(=O)c1ccccc1NC(=O)CN1CCCN(Cc2ccc(C)cc2)S1(=O)=O |
| i | CCN(Cc1nc(COC)no1)C(=O)c1cc(-c2ccccc2)nn1C |
| i | COc1ccc(OC)c(-c2nc(Cn3cc(CCO)cn3)c(C)o2)c1 |
| i | Cc1cccc(CNC(=O)N2CCN(Cc3nc4cccnc4n3-c3ccc(F)cc3)CC2)c1 |
| i | CCN(CC)CCCNC(=O)CC1CCN(S(=O)(=O)c2ccccc2)CC1 |
| i | Cc1cc(C)n(CCC(=O)NC(C)Cc2cnccn2)c(=O)n1 (stereo not given) |
| i | Cc1cc(C)n2nc(CN(C(=O)c3cccs3)c3ccc(F)cc3)nc2n1 |
| i | O=C(CC(c1ccccc1)c1ccco1)N1CC(n2cccn2)C1 (stereo not given) |
| i | Cc1cccc(NCc2cc(=O)n3[nH]c(NCc4ccccc4)nc3n2)c1 |
| i | Cc1ccc(S(=O)(=O)Nc2cnc(N3CCOCC3)c(C(=O)O)c2)cc1 |
| i | CCCCOc1ccc(C(=O)Nc2ccc(Nc3nc(C)cc(Nc4ccccc4)n3)cc2)cc1 |
| i | CCCCN(Cc1nc2nc(C)cc(C)n2n1)C(=O)c1ccc([N+](=O)[O-])cc1 |
| i | CCc1cc(Sc2ccc(NC(=O)c3c(OC)cccc3OC)cc2)n2ncnc2n1 |
| i | Cc1ccc(C)c(CN2CCC(CNC(=O)C3CCCN(c4ncnc5c4nc4n5CCCCC4)C3)CC2)c1 (stereo not given) |
| i | Cc1cc(N2CCCC2)nc(Nc2ccc(NC(=O)c3ccccc3Br)cc2)n1 |
| i | CCN(CC1CCCO1)C(=O)c1cccc(-c2cn[nH]c2)c1 (stereo not given) |
| i | Cc1ccc(CS(=O)(=O)c2ncc(Cl)c(C(=O)Nc3ccc(S(N)(=O)=O)cc3)n2)cc1 |
| i | C#CCN(CC=C)C(=O)CSc1nnc(C)s1 |

Quoted at random: 2 entries already listed, in no set order.
| FECH inh | smiles |
| --- | --- |
| i | CCc1cc(Sc2ccc(NC(=O)c3c(OC)cccc3OC)cc2)n2ncnc2n1 |
| i | CN(CC1CCCCO1)S(=O)(=O)NCc1ccccc1 (stereo not given) |

Additional records.
| FECH inh | smiles |
| --- | --- |
| i | Cc1cccc(-c2cc(Nc3cc(Cl)ccc3O)nc(C)n2)c1 |
| i | OCCn1c(-c2ccc(-c3ccn[nH]3)cc2)nc2ccccc21 |
| i | CSc1ccc(-c2nc(C(N)=O)c3c(n2)n(-c2ccc(C)c(C)c2)c(=O)n3C)cc1 |
| + | O=c1cc(CNCc2ccccc2)nc2nc(NCc3ccccc3)[nH]n12 |
| i | Cc1ccnc(C(NC(=O)c2ccccc2-n2cncn2)C2CC2)c1 (stereo not given) |
| i | Cc1ccccc1-c1cc(N2CCN(S(=O)(=O)c3cc(F)ccc3F)CC2)ncn1 |
| i | Cc1oc(-c2ccc(OC(C)C)cc2)nc1CSc1nc(-c2ccccc2)cc(=O)[nH]1 |
| i | COc1ccc(C(=O)Nc2ccc(Nc3nc(C)cc(N4CCCC4)n3)cc2)cc1 |
| i | COc1cc(OC)c(-c2nccn2CCc2ncc[nH]2)cc1OC |
| i | Cc1nc2sccn2c1C(=O)NCC1(Cn2cccn2)CC1 |
| i | COc1cccc(C(=O)Nc2cc(C)nn2-c2ncnc3c2cnn3-c2ccccc2)c1OC |
| i | C=CCC1(OC)CCN(C(=O)c2cc(CN3CCC(O)CC3)on2)CC1 |
| i | CCN(CC)c1nccc(-c2cc(C(=O)O)ccn2)n1 |
| i | c1ccc(Cc2nc(C3CCN(c4ncccn4)CC3)n[nH]2)cc1 |
| i | CCN(Cc1ccccc1)S(=O)(=O)c1ccc2c(c1)CCN2C(=O)CCC(=O)N1CCOCC1 |
| i | CCCn1ccnc1-c1c(-c2ccccc2)ncn1CCS(C)(=O)=O |
| i | CC(=O)Nc1c2n(c3ccccc13)CC(C)(C(=O)NCCC(C)C)N(Cc1ccccc1C)C2=O (stereo not given) |
| i | COc1ccc(S(=O)(=O)N2CCN(c3nc(C)cc(N(C)C)n3)CC2)cc1 |
| i | CCOc1cccc(CN2CCC(Cc3nnc(SC)n3C)CC2)c1O |
| i | CN1CCC(O)(CNc2ccnc(C(=O)NCc3cccnc3)c2)CC1 |
| i | COc1cccc(Nc2nc(N3CCC(C)CC3)nc3c2cnn3-c2ccccc2)c1 |
| i | O=S(=O)(NCc1nc2cccnc2n1C1CCCCC1)c1cccc2nsnc12 |
| i | CN(Cc1cccc(C(=O)Nc2nccn2C)c1)Cc1cc(C2CC2)n[nH]1 |
| i | COCC1(NC(=O)CCc2ccccc2C)CCCC1 |
| i | COc1ccccc1Cn1c(CNS(=O)(=O)c2ccc(Cl)s2)nc2cccnc21 |
| i | Cc1ccc(OCC(=O)Nc2cc(C)nn2-c2ncnc3c2cnn3-c2cccc(C)c2C)cc1 |
| i | Cn1ccnc1-c1ccc(NCCc2c[nH]c3ccccc23)nn1 |
| i | Clc1ccc(CCNc2ncnc3oc4c(c23)CCCC4)cc1 |
| i | O=C1C[C@H]2CC[C@@H](CN1)N2c1ccc(C(F)(F)F)cn1 |
| i | CCOC(=O)N1CCC(n2ccnc2-c2c(F)cc(OC)cc2F)CC1 |

Rewritten as labelled records: 4 of the compounds above
Structure: CN(Cc1cccc(C(=O)Nc2nccn2C)c1)Cc1cc(C2CC2)n[nH]1
  FECH inh: i
Structure: COCC1(NC(=O)CCc2ccccc2C)CCCC1
  FECH inh: i
Structure: COc1ccccc1Cn1c(CNS(=O)(=O)c2ccc(Cl)s2)nc2cccnc21
  FECH inh: i
Structure: Cc1ccc(OCC(=O)Nc2cc(C)nn2-c2ncnc3c2cnn3-c2cccc(C)c2C)cc1
  FECH inh: i

(listing goes on)
| FECH inh | smiles |
| --- | --- |
| i | COC(=O)c1ccc(NC(=O)CN2CCN(Cc3ccc(F)cc3Cl)S2(=O)=O)cc1 |
| i | Cc1cccc(C(=O)N2CCCC3(C=Cc4ccccc4O3)CC2)n1 (stereo not given) |
| i | CCn1ncnc1C(C)Nc1cc(OC)ncn1 (stereo not given) |
| i | O=C(O)CN1CCC(N2CCCC(O)C2)CC1 (stereo not given) |
| i | Cc1ccc(C)c(OC(C)C(=O)NCCc2n[nH]c3c2CCCC3)c1 (stereo not given) |
| i | Cc1nn(C)c(C)c1CCc1nc(CC(C)C)nn1-c1ccccn1 |
| i | CCc1c(C)nc2ncnn2c1Sc1ccccc1NC(=O)Nc1ccc(F)cc1 |
| i | CCCCn1ncc(C)c1NC(=O)C1COc2ccccc2O1 (stereo not given) |

Three entries out of the list, sorted by number of heavy atoms, smallest number first.
| FECH inh | smiles |
| --- | --- |
| i | O=C(O)CN1CCC(N2CCCC(O)C2)CC1 (stereo not given) |
| i | CCCCn1ncc(C)c1NC(=O)C1COc2ccccc2O1 (stereo not given) |
| i | Cc1cccc(C(=O)N2CCCC3(C=Cc4ccccc4O3)CC2)n1 (stereo not given) |

Some of the compounds tested, so the mix of outcomes need not match the whole.
